High-throughput results deposited in PubChem BioAssay by several laboratories.
DNMT1 block: blocks human DNA methyltransferase DNMT1 | 360,000 tested, 0.83% active | inhibition (reported as % activation of signal), % at 10 µM | DNMT1 molecular beacon, Hinp1I cleavage, fluorescence; in the data active = inhibition above about 50%
Scp1 inh: inhibitors of human Scp-1 phosphatase; Recombinant Scp1, phosphopeptide, malachite green phosphate absorbance; inhibition, % at 20 µM; Q9GZU7; 340,000 tested, 0.88% active;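 active = inhibition above about 50% at 20 µM, limit read from the data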;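 note: plate controls were DMSO wells with enzyme for no effect and wells lacking enzyme for full effect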
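Incubation: 45 min enzyme reaction at room temperature / System: truncated SCP-1 phosphatase (76-261aa) / Reagent: Phospho 17-mer peptide substrate / Buffer or medium: Acidic Tris acetate buffer with magnesium and detergent / Signal: absorbance at 630 nm / Doses: one concentration, 20 µM, with 1.0% DMSO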
Rpn11 block: blocks the human proteasome subunit Rpn11. O00487. calls only at 20 µM. 360,000 tested, 0.59% active. human 26S proteasome, Ub4-pepOG fluorescence polarization; 20S core pre-blocked with epoxomicin. AID 588493;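 active = inhibition at 20 µM, scaled to each plate's controls, above about 33%, limit read from the data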
Neddyl block: inhibitors of human cullin neddylation; calls only at 25 µM; AID 651699; P61081+Q13564; 360,000 tested, 0.58% active; TR-FRET cullin neddylation, biochemical; in the data active = inhibition above about 36%
LMPTP inh: LMPTP (human) inhibition; P24666; recombinant LMPTP-A, OMFP fluorogenic substrate, fluorescence intensity; inhibition, % at 20 µM; 360,000 tested, 0.22% active; AID 651560;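 active = compounds that cut the enzyme signal by at least half of the control window in the single-dose screen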;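 note: plate controls were DMSO wells with enzyme plus substrate for no effect and substrate without enzyme for full effect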
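Test system – LMPTP-A enzyme · Amount – LMPTP-A at 0.625 nM final in the reaction · Buffer or medium – Bis-Tris pH 6.0, DTT, detergent · Reagent – OMFP 400 µM · Doses – single 20 µM dose · Schedule – reaction 50 min, room temperature, dark · Detection – fluorescence intensity of OMFP turnover product · Evaluation – percent inhibition versus substrate-only and uninhibited controls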
Rin1-Abl PPI inh: human Rin1-Abl interaction inhibition; P00519+Q13671; TR-FRET Rin1/Abl binding, biochemical; inhibition, % at 7.35 µM; 360,000 tested, 0.4% active; in the data active = inhibition above about 5%, passing the limit was not always enough
Target sequence (P00519 whole entry, looked up): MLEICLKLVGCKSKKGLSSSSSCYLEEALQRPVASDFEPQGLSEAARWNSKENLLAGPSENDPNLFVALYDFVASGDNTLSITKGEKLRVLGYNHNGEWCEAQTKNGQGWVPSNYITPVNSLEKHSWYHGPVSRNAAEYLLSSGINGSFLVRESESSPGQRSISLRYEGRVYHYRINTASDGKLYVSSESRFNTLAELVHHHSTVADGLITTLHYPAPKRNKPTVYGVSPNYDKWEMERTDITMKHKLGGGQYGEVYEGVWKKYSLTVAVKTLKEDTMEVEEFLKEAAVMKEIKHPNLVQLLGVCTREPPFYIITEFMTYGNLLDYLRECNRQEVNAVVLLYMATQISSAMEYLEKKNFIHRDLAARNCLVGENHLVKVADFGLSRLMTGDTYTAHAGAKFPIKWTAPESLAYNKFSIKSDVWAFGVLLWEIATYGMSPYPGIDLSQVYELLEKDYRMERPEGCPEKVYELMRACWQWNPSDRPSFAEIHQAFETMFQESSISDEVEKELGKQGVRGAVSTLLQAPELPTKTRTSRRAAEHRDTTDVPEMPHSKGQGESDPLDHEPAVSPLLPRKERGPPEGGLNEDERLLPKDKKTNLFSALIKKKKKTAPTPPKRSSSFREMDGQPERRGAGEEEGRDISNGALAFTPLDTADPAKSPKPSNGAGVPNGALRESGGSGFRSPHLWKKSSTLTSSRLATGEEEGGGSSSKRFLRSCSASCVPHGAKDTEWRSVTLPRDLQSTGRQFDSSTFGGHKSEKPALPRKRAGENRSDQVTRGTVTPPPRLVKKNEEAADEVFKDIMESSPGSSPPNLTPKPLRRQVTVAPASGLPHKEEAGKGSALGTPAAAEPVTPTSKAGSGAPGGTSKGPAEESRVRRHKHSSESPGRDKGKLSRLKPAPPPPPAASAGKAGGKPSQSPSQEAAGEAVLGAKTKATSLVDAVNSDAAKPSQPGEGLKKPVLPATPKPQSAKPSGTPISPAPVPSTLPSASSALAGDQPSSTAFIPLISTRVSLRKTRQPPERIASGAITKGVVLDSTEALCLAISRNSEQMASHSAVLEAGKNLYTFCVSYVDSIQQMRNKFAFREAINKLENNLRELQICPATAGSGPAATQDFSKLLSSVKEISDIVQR
Target sequence (Q13671 whole entry, looked up): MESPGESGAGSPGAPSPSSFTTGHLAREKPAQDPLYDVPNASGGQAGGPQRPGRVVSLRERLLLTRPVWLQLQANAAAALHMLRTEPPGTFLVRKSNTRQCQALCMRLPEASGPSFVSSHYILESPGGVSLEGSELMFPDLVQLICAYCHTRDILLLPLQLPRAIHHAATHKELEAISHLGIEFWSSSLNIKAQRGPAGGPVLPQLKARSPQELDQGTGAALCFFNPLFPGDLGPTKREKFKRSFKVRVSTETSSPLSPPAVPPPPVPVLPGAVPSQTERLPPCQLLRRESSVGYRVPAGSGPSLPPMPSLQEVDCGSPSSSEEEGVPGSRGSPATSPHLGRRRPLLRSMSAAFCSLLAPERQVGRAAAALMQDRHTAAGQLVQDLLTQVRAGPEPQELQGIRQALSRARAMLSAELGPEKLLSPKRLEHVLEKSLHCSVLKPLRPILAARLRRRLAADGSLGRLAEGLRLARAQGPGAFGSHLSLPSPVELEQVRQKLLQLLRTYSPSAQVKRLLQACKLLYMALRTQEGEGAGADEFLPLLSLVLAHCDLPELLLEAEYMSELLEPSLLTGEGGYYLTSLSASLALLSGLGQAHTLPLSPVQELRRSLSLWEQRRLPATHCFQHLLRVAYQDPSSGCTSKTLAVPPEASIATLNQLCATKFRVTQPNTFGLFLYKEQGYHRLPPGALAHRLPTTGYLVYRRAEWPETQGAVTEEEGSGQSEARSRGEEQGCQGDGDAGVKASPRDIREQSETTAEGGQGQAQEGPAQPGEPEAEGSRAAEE
SUMO1-SIM PPI: SUMO1-SIM interaction modulation. P63165. inhibition, % at 20 µM. SUMO1 binding to a labelled peptide, TR-FRET, 1 h. AID 602429. 360,000 tested, 0.33% active; in the data active = inhibition above about 37%
STEP block: inhibitors of human striatal-enriched phosphatase STEP; P54829; recombinant STEP, OMFP fluorogenic substrate, fluorescence; inhibition, % at 20 µM; 360,000 tested, 0.25% active; AID 588621;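 active = inhibition at 20 µM, scaled per plate between control wells, above about 37%, limit read from the data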;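 note: 0% = DMSO with enzyme and substrate and 100% = substrate only without enzyme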
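Assay system: isolated STEP enzyme. Buffer or medium: pH 6.0 Bis-Tris with DTT and Tween 20. Also added: fluorogenic phosphatase substrate OMFP at 25 µM final. Dosing: 20 µM, 1% DMSO. Timing: 20 min reaction, room temperature, in the dark. Measured by: fluorescence intensity, excitation 480 nm, emission 540 nm. Evaluation: normalized % inhibition.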
CSN deneddyl inh: CSN deneddylation inhibition | 360,000 tested, 0.38% active | Purified CSN, SCF-Nedd8-OG deneddylation, fluorescence polarization | AID 651999 | inhibition, % at 12.5 µM | Q92905;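 active = pattern-corrected inhibition above about 35%, with an unprinted fluorescence ratio check between 0.5 and 1.5, limit read from the data, passing the limit was not always enough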;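 note: 0% = enzyme with substrate and 100% = substrate without enzyme; some results filed as inactive read as strong as hits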
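Schedule: reaction 90 min, room temperature / Assay system: HEK293T-derived human Csn5 enzyme / Input: Csn5 at 0.24 nM final / Measure: inhibition of Csn5 cleavage, % / Control set: substrate-only high control, full reaction low control / Technique: fluorescence polarization of the substrate / Buffer or medium: Tris/NaCl/DTT buffer, pH 7.5 / Reagent: SCFSkp2-Nedd8OG substrate at 10 nM final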
NadD inh: blocks S. aureus nicotinate mononucleotide adenylyltransferase; inhibition, % at 20 µM; 360,000 tested, 0.78% active; AID 602399; purified NadD enzyme, colorimetric absorbance read-out; in the data active = inhibition above about 26%; note: some compounds past the cut are filed as inactive
Starred values were filed as active, the others as inactive; i = inactive; nt = no result given. This is a subset; count on the stated rates, not on these rows.

SMILES | NadD inh | SUMO1-SIM PPI | Neddyl block | STEP block | Scp1 inh | Rin1-Abl PPI inh | Rpn11 block | CSN deneddyl inh | DNMT1 block | LMPTP inh
O=[P+](Cc1ccccc1)Cc1ccccc1 | -4 | -2 | i | -3 | 1 | 3 | i | -3 | 3 | -1.4
O=C(C1CCN(S(=O)(=O)N2CCOCC2)CC1)N1CCC2(CC1)OCCO2 | -4 | -1 | i | 1 | 0 | 0 | i | 5 | 2 | -0.6
CCN1C[C@]2(CO)CC[C@H](OC)[C@@]34C2[C@H](OC)[C@@](O)(C13)[C@@]1(O)C[C@H](OC)[C@H]2C[C@@H]4[C@@H]1[C@H]2OC | -2 | 1 | i | 12 | -14 | -1 | i | 0 | 4 | 0.3
CCCCOc1nc2ccccc2c(=O)n1-c1ccccc1 | 3 | 0 | i | 2 | -13 | 2 | i | 4 | -1 | 0.4
Cn1cc(C(=O)N2CCC3(CC2)OCCO3)c2c3ccccc3n(C)c2c1=O | -12 | -2 | i | 1 | -2 | -1 | i | -2 | -1 | 0.4
O=C1CSC2N1CCNC21CCCCC1 (centres undefined) | -3 | 0 | i | 2 | 1 | 1 | i | -4 | 3 | -1.0
C[n+]1ccc(-c2ccncc2)cc1 | 11 | -25 | i | 2 | 96* | -1 | i | 4 | -1 | -4.9
O=C(COc1ccc2ccccc2c1)N1CCN(CC2CC3C=CC2C3)CC1 (centres undefined) | -5 | -2 | i | 0 | 0 | 1 | i | 6 | -1 | 1.2
C=C(C)CC1(CC)C(=O)NC(=S)NC1=O | -4 | 2 | i | -4 | -4 | 0 | i | 6 | 3 | -2.1
COc1ccccc1-n1c(O)c(C=NCCCn2ccnc2)c(=O)[nH]c1=O | 3 | 3 | i | -1 | 3 | 2 | i | -7 | 1 | -8.0
COc1cccc(-n2c(O)c(C=NCCN3CCOCC3)c(=O)[nH]c2=O)c1 | -5 | 6 | i | -3 | 6 | 1 | i | 1 | 0 | -2.9
COc1cccc(N2C(=O)CC(=O)NC2=O)c1 | 1 | 13 | i | 2 | -7 | -3 | i | 5 | 0 | -0.9
COc1cc(CN2CC=C(c3ccc(F)cc3)CC2)cc(OC)c1 | 0 | -1 | i | -2 | -2 | 0 | i | 1 | 3 | -2.6
CN1CCN(Cc2ccc(N)cc2)CC1 | -6 | 3 | i | 0 | -9 | 0 | i | -4 | 2 | -1.8
N[C@@H](Cc1c[nH]c2ccccc12)c1nnc(SCc2c(F)cccc2Cl)o1 | 4 | 2 | i | 2 | 8 | -2 | i | 2 | -10 | 1.6
CC(CCc1ccccc1)NCCC#N (centres undefined) | -9 | -4 | i | 1 | -11 | -3 | i | 3 | 2 | -1.8
Cc1c(C)c2ccc(OCC(=O)N3CCC(C(=O)O)(c4ccccc4)CC3)cc2oc1=O | 2 | 6 | nt | -1 | -1 | -3 | i | -2 | 0 | -1.1
COc1ccccc1N1CCN(Cc2cc(C)c(C)cc2O)CC1 | -1 | 0 | i | 1 | -6 | -3 | i | -1 | -2 | 1.6
CC(C)OC(=O)Cc1ccccc1 | 0 | 7 | i | -1 | 0 | 4 | i | -1 | 0 | -0.8
CC1CN(c2cc([N+](=O)[O-])ccc2Cl)CC(C)N1 (centres undefined) | 0 | -11 | i | 0 | -2 | -3 | i | -1 | 1 | 0.0
Oc1cc2c(cc1CN1CCN(c3ccccc3)CC1)OCO2 | 1 | -6 | i | -1 | -5 | -1 | i | 4 | -3 | 2.6
CC(Cc1ccccc1Sc1ccccc1)N(C)C (centres undefined) | -6 | 0 | i | 8 | -8 | -4 | i | 2 | 4 | -0.8
O=C1NC(=O)N(Cc2ccccc2)C(=O)/C1=C/C=C/c1ccco1 | 13 | 19 | i | 1 | -11 | 2 | nt | 121* | 90* | 1.7
Cn1c(=O)n(CC(=O)N2CCC3(CC2)OCCO3)c(=O)c2ccccc21 | 0 | -4 | i | -4 | 4 | 2 | i | 0 | -2 | 0.8
Cc1ccc(-c2nc3ccccc3c(=O)n2-c2cccnc2)cc1 | -3 | -3 | i | -3 | -5 | -1 | i | -6 | 13 | -0.1
CC(=O)NC(Cc1ccc(N(CCCl)CCCl)cc1)C(=O)NCC(=O)NCC(=O)O (centres undefined) | 3 | 0 | i | 9 | 4 | 1 | i | -6 | -3 | -1.1
CCCC(=O)NC(Oc1ccc(C(C)=O)cc1)C(Cl)(Cl)Cl (centres undefined) | 4 | 1 | i | -2 | -6 | -4 | i | 5 | -3 | -0.7
COc1cc([N+](=O)[O-])c2nc(C)ccc2c1[N+](=O)[O-] | 0 | -32 | i | 3 | -8 | 0 | i | -4 | 2 | 0.1
CN1C(=O)/C(=C/c2ccc(Cl)s2)C(=O)NC1=S | 19 | 17 | i | 3 | -7 | -2 | i | 10 | 1 | 4.6
Cc1ccc(S(=O)(=O)N2Cc3cc(-c4ccccc4)ccc3-n3nncc3C2)cc1 | 6 | 6 | i | 18 | nt | -1 | i | 2 | -11 | 2.6

Single records, from the list above. Order of values: NadD inh | SUMO1-SIM PPI | Neddyl block | STEP block | Scp1 inh | Rin1-Abl PPI inh | Rpn11 block | CSN deneddyl inh | DNMT1 block | LMPTP inh
COc1cccc(N2C(=O)CC(=O)NC2=O)c1 as listed: 1 | 13 | i | 2 | -7 | -3 | i | 5 | 0 | -0.9
Cn1cc(C(=O)N2CCC3(CC2)OCCO3)c2c3ccccc3n(C)c2c1=O as listed: -12 | -2 | i | 1 | -2 | -1 | i | -2 | -1 | 0.4
CCCC(=O)NC(Oc1ccc(C(C)=O)cc1)C(Cl)(Cl)Cl (centres undefined) as listed: 4 | 1 | i | -2 | -6 | -4 | i | 5 | -3 | -0.7
O=C1CSC2N1CCNC21CCCCC1 (centres undefined) as listed: -3 | 0 | i | 2 | 1 | 1 | i | -4 | 3 | -1.0
CN1CCN(Cc2ccc(N)cc2)CC1 as listed: -6 | 3 | i | 0 | -9 | 0 | i | -4 | 2 | -1.8

Next compounds follow.
SMILES | NadD inh | SUMO1-SIM PPI | Neddyl block | STEP block | Scp1 inh | Rin1-Abl PPI inh | Rpn11 block | CSN deneddyl inh | DNMT1 block | LMPTP inh
Cc1ccc2c(c1)CC1(CN2C)C(=O)NC(=O)N(C(C)C)C1=O (centres undefined) | 7 | 0 | i | -2 | -2 | -3 | i | 6 | -9 | 1.8
CCOC(=O)[C@]1(C#N)[C@@H]2C=CC(C(C)=O)=CN2[C@@H](C(N)=O)[C@@H]1c1ccsc1 | 8 | 67* | i | 4 | -5 | -1 | i | 0 | -5 | 0.2
NCCCN1CCN(c2ccccc2)CC1 | 0 | -3 | i | 1 | -2 | 1 | i | -3 | 1 | -5.8
O=C(Cc1ccccc1)N1CCN(Cc2ccc(Cl)cc2)CC1 | -2 | 3 | i | -1 | -10 | 1 | i | 1 | 2 | -3.3
COc1ccccc1N1CCN(C(CNC(=O)Oc2ccccc2)c2cccnc2)CC1 (centres undefined) | -1 | -4 | i | -5 | -8 | 3 | i | -3 | -10 | -0.2
CCOc1ccc(N)cc1 | -7 | -2 | i | 0 | 1 | 1 | i | 5 | -4 | -0.5
C=C1C(=O)[C@@]23C[C@H]4[C@@H]5[C@@]6(C)CCC[C@@]57[C@@H]2[C@@H](O)[C@@H]1C[C@H]3[C@H]7N4C6 | -5 | 6 | i | 3 | 10 | 1 | i | 0 | 2 | 0.5
CCOC(=O)[C@]12Cc3cc(C)ccc3[C@H]1N(C)C(=O)c1ccccc12 | 4 | 1 | i | nt | nt | nt | nt | 3 | nt | 0.1
Cc1ccc(C)c(NC(=O)CCNC(=O)N2C[C@H]3C[C@@H](C2)c2cccc(=O)n2C3)c1 | 3 | -3 | i | -2 | -7 | -1 | i | 3 | 3 | 0.3
CCOc1ccc(C(=O)OC2CC3CCC(C2)N3C)cc1 (centres undefined) | 1 | 0 | i | 1 | -1 | 2 | i | 2 | 0 | -1.9
CCCCc1cc(=O)oc2cc(OCC(=O)N3C[C@H]4C[C@@H](C3)c3cccc(=O)n3C4)c(Cl)cc12 | 9 | 5 | i | 2 | 10 | -5 | i | 2 | 8 | -1.4
COC(=O)c1ccc(NC(=O)CSc2nc3ccc(N4C(=O)C5C6C=CC(C6)C5C4=O)cc3s2)cc1 (centres undefined) | 4 | 7 | i | -1 | -15 | 2 | i | -7 | -13 | -0.1
O=P(O)(O)Oc1ccccc1P(=O)(c1ccccc1)c1ccccc1 | 0 | 3 | i | -2 | -4 | 1 | i | -5 | -1 | -1.6
CC(=O)OC(C)(C)/C=C/C(=O)[C@](C)(O)[C@H]1[C@H](O)C[C@@]2(C)[C@@H]3CC=C4[C@H](C[C@H](O)C(=O)C4(C)C)[C@]3(C)C(=O)C[C@]12C | -2 | 0 | i | -2 | 2 | 3 | i | 5 | 0 | -1.0
CCc1c(C)nc(N)nc1N1N=C1SCC(=O)OC | -2 | 1 | i | 0 | 3 | -6 | i | -6 | 1 | -0.1
CC(=O)O[C@H]1C[C@@H]2CC[C@@H]3[C@H](CC[C@]4(C)C(=O)CC[C@@H]34)[C@@]2(C)C[C@@H]1OC(C)=O | 4 | 6 | i | 0 | -7 | -2 | i | 3 | 4 | 0.3
O=c1c2ccccc2nc(CSc2ncnc3nc[nH]c23)n1-c1ccccc1Cl | 8 | 2 | i | 3 | 17 | -2 | i | 6 | 3 | 1.7
CCCNC(=O)N1[C@H]2CC[C@@H]1C(C(=O)OC)=C(c1ccc(-c3ccccc3)c(F)c1)C2 | -7 | 4 | i | -1 | -6 | 0 | i | -1 | 2 | 1.9
COc1cccc(N=Cc2c(O)n(Cc3ccco3)c(=O)[nH]c2=O)c1 | -3 | 8 | i | -1 | 9 | 2 | i | 7 | 15 | 0.3

Three entries from above, arranged by molecular weight, lowest first.
SMILES | NadD inh | SUMO1-SIM PPI | Neddyl block | STEP block | Scp1 inh | Rin1-Abl PPI inh | Rpn11 block | CSN deneddyl inh | DNMT1 block | LMPTP inh
CCOC(=O)[C@]1(C#N)[C@@H]2C=CC(C(C)=O)=CN2[C@@H](C(N)=O)[C@@H]1c1ccsc1 | 8 | 67* | i | 4 | -5 | -1 | i | 0 | -5 | 0.2
CC(=O)O[C@H]1C[C@@H]2CC[C@@H]3[C@H](CC[C@]4(C)C(=O)CC[C@@H]34)[C@@]2(C)C[C@@H]1OC(C)=O | 4 | 6 | i | 0 | -7 | -2 | i | 3 | 4 | 0.3
CCCCc1cc(=O)oc2cc(OCC(=O)N3C[C@H]4C[C@@H](C3)c3cccc(=O)n3C4)c(Cl)cc12 | 9 | 5 | i | 2 | 10 | -5 | i | 2 | 8 | -1.4
